High-throughput results: PubChem, several laboratories
SR-BI uptake up – activators of SR-BI mediated HDL lipid uptake; CHO ldlA[mSR-BI] cells, DiI-HDL uptake fluorescence, 3 h; 100 = double the neutral-control signal; activation, % at 12.5 µM; 320,000 compounds, 0.096% hits; AID 504775;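 active = mean replicate activation of at least 60% and every replicate at or above 60%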;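 note: 0% = median plate neutral-control signal and 100% = twice that signal; values of inactives mirror those of a sister screen read the other way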
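Test system: SR-BI-overexpressing, LDLR-lacking CHO cells. Measured by: DiI fluorescence, bottom read. Medium: Ham's F12 with 0.5% BSA, HEPES 25 mM, pH 7.4. Timing: 3 h uptake period with compound, 37 °C.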
C-LANA FP – blocks KSHV LANA C-terminal domain binding to DNA | 340,000 compounds, 0.078% hits | inhibition, % at 9 µM | MBP-C-LANA/FAM-LBS DNA binding, fluorescence polarization | AID 504423;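 active = highest replicate inhibition at or above 60% at 9 µM, even if other replicates fall short; inactive = all replicates below 60% inhibition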;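 note: 0% = neutral control wells and 100% = 4 µM acridine orange control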
Cardiac RTF inh – cardiac RTF calcium desensitization | P19429+P45379 | IANBD-labeled cardiac RTF, Ca2+ fluorescence | inhibition, % at 7.15 µM | 340,000 compounds, 0.12% hits;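 active = inhibition above the mean inhibition of all tested compounds plus 3 SD, cut at about 17% in these data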;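 note: assay run at fixed EC70 calcium of 1.6 mM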
SR-BI HDL uptake – blocks mouse SR-BI lipid uptake from DiI-HDL; Q61009; ldlA[mSR-BI] CHO cells, DiI-HDL uptake fluorescence, 3 h; inhibition, % at 12.5 µM; 320,000 compounds, 0.96% hits; AID 488896;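 active = mean replicate inhibition of at least 70% and a set share of replicates each scoring 70 or more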;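 note: 0% = median of neutral control wells and 100% = median of positive control wells; values of inactives mirror those of a sister screen read the other way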
Target sequence (Q61009 whole entry, looked up): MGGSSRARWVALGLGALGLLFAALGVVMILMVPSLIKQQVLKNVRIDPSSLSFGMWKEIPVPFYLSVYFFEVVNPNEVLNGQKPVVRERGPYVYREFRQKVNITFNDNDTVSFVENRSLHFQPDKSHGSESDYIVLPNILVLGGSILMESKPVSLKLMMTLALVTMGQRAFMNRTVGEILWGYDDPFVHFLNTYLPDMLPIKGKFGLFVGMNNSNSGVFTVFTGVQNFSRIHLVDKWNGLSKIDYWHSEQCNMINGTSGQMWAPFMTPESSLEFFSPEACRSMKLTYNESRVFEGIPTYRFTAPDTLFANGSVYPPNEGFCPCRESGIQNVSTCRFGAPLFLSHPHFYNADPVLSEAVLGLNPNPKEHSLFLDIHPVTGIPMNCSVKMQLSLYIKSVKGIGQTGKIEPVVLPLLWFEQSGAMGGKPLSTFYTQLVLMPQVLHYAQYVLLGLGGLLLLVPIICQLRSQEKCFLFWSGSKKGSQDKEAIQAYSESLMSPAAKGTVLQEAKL
Arrestin-AP2 inh – inhibitors of human beta-arrestin and AP2 interaction; inhibition, % at 10 µM; FITC-arrestin peptide / GST-AP2 beads, flow cytometry; AP2 beta2 appendage carries R879A mutation; 340,000 compounds, 0.31% hits; AID 504490;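 active = inhibition above a set limit, near 3 SD of compounds lacking own fluorescence, cut at about 54% in these data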;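 note: plate controls were DMSO wells for no effect and 5 µM unlabelled arrestin peptide for full effect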
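Material – AP2 appendage R879A on GSH beads · Buffer or medium – PBS with 0.05% Tween 20 and 0.1% BSA · Probe or stimulus – fluorescein-tagged arrestin peptide at 50 nM final · Incubation – compound with beads 12 min RT, then probe 1 h RT · Detection – high-throughput flow cytometry of beads, ex 488, em 535 nm · Evaluation – percent response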
NSD2 HMT inh – inhibitors of human histone methyltransferase NSD2. 310,000 compounds, 0.54% hits. inhibition, % at 12.5 µM. O96028. NSD2 peptide methylation, AlphaScreen, 120 min; in the data active = inhibition above about 50%
PKA-R2B activ – activators of human PKA-R2B complex | PKA-R2B holoenzyme dissociation, Cy5-IP20 fluorescence polarization; R2B truncated from residue 108, S112A mutant; 0% DMSO only, 100% 113 µM cGMP | 340,000 compounds, 0.079% hits | activation, % at 11.4 µM;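 active = activation above a cutoff set at the mean over all compounds plus 3 SD, cut at about 18% in these data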;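 note: higher means more holoenzyme dissociation and a rise in polarization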
Target sequence (P31323 whole entry, looked up, other chains not shown, the tested form may be a part): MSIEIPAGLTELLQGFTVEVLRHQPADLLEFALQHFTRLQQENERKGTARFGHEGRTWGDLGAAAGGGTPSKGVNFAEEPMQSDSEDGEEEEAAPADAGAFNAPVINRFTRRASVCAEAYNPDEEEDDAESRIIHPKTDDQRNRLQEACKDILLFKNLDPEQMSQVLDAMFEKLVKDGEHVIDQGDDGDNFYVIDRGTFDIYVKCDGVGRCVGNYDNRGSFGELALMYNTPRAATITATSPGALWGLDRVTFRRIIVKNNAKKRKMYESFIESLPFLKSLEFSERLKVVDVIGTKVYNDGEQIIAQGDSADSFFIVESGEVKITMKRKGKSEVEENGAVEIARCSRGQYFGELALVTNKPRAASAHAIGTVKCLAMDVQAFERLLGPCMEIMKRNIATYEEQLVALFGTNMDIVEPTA
PvdQ inh – P. aeruginosa PvdQ acylase inhibition. purified PvdQ acylase, fluorescence plate reader. inhibition, % at 10 µM. 340,000 compounds, 0.063% hits. AID 488965; in the data active = inhibition above about 30%, passing the limit was not always enough;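 note: 0% = vehicle neutral wells and 100% = reference inhibitor wells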
DAGLB inhibitor – diacylglycerol lipase beta (human) inhibition; Q8NCG7; HEK293T DAGLB membrane lysate, EnzChek fluorogenic substrate; inhibition, % at 5.17 µM; 340,000 compounds, 0.059% hits; in the data active = inhibition above about 34%;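 note: 0% = enzyme with vehicle and 100% = wells lacking enzyme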
Keap1 Nrf2 FP – inhibitors of human Keap1-Nrf2 protein-protein interaction | Q14145 | Keap1 Kelch-Nrf2 peptide fluorescence polarization, 1536-well | inhibition, % at 9.4 µM | 340,000 compounds, 0.15% hits; in the data active = inhibition above about 12%;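 note: human Keap1 Kelch domain with fluorescein labeled Nrf2 9mer peptide probe; 0% = neutral control wells and 100% = peptide positive control; higher means more block of Keap1 binding to Nrf2 peptide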
Active calls of the source: *; x = not tested or not shown.

mol,SR-BI uptake up,SR-BI HDL uptake,DAGLB inhibitor,PKA-R2B activ,Cardiac RTF inh,Arrestin-AP2 inh,NSD2 HMT inh,Keap1 Nrf2 FP,C-LANA FP,PvdQ inh
COc1ccccc1N=c1oc2cc(O)ccc2cc1C(N)=O,5,-5,0,3,-10,-3,-3,-9,2.0,-16
N#Cc1cnn(-c2ccccc2)c1NC(=O)c1ccccc1F,11,-11,-2,-10,2,5,-8,4,0.7,-9
CC(=NNC(=O)c1ccncc1)c1cccc(Br)c1,x,x,3,-1,-6,9,0,-5,-2.8,-18
CCC(CC)NC(=O)c1cc(OC)c(OC)c(OC)c1,11,-11,2,-11,-9,16,1,2,-0.7,5
O=C1CCCc2cc3c(ccc4ccccc43)cc21,-41,41,-14,-5,9,13,0,-1,-1.5,5
CCc1nnc(NCC(=O)N2CCc3ccccc32)s1,17,-17,3,-3,-13,-3,15,1,1.1,-5
O=C(Nc1nonc1-c1ccc(F)cc1)c1ccco1,18,-18,-2,-8,-9,20,-1,-2,-0.3,6
COc1ccc(C(=O)Nc2ccc(S(=O)(=O)N3CCCC3)cc2)cc1,-54,54,0,-15,8,-17,2,-7,-0.4,-7
Cc1cc2c(ncn2C)c(NS(=O)(=O)c2ccc(F)cc2)c1C,-4,4,-1,-9,-25,3,-1,-6,-0.6,-17
COc1ccc(S(=O)(=O)N(CCCN2CCOCC2)Cc2cccc(OC)c2OC)cc1,14,-14,-1,6,-33,0,0,-9,-1.9,-29
COc1ccc(OC)c(NC(=S)Nc2ccccc2)c1,-30,30,-1,3,-11,19,0,2,-0.1,-4
COc1cc(-c2nc(C(=O)NCC3CCCO3)cc3c2[nH]c2ccccc23)cc(OC)c1OC (configuration not stated),-54,54,-4,1,-6,22,x,-3,0.5,-21
COc1ccc(/C=C/C2=CCN(Cc3ccc(OC)cc3)CC2)cc1,6,-6,x,x,x,2,-1,-6,-0.6,-4
COc1ccccc1NC(=O)Nc1nc(CC(=O)Nc2cccc(F)c2)cs1,-36,36,5,0,-7,23,1,-1,0.6,10
Cc1ccc(S(=O)(=O)N2CC(C)C(=O)CC2C)cc1 (configuration not stated),x,x,-4,-10,-17,-3,-2,-1,0.3,9
CCC1(C)CC(CCNS(=O)(=O)c2ccc(C)cc2)(c2ccc(C)cc2)CCO1 (configuration not stated),18,-18,-8,-2,7,19,-1,2,0.3,-7
COCn1c(C(O)c2ccccc2)cc2ccccc21 (configuration not stated),6,-6,-3,2,0,-17,-5,1,2.4,-5
O=C(/C=C/c1cn(-c2ccccc2)nc1-c1cccc(Cl)c1)N1CCN(c2ccccn2)CC1,-51,51,1,-7,-6,-6,-4,3,-4.1,-2
Cc1nc(SCC(=O)NC(=O)NC2CCCCC2)nc(C)c1C,-18,18,0,-4,6,-4,0,-4,-0.8,2
CCOC(=O)N1CCN(S(=O)(=O)c2ccc(OC)c(OC)c2)CC1,0,0,3,6,2,10,1,6,0.2,5
COc1ccc(Br)cc1CNC(=O)C1CCN(C(=O)N(C)C)CC1,-12,12,1,-8,-5,-3,-3,-3,1.0,2
CC(C)Cc1nnc(NC(=O)CCC(=O)NCCc2ccc(Cl)cc2)s1,19,-19,-2,-3,-10,-26,7,-1,-0.2,-11
CCSc1nnc(NC(=O)COc2ccccc2[N+](=O)[O-])s1,-9,9,0,-13,-6,8,-1,6,-0.9,-11
COc1ccc(CNC(=O)COc2ccc(F)cc2)cc1,15,-15,0,-11,-14,10,1,-5,-1.3,-18
Cc1[nH]c2ccc(S(N)(=O)=O)cc2c1C,16,-16,-1,6,-4,4,-11,-5,0.2,15

Continued, overlapping the part above by three compounds.
mol,SR-BI uptake up,SR-BI HDL uptake,DAGLB inhibitor,PKA-R2B activ,Cardiac RTF inh,Arrestin-AP2 inh,NSD2 HMT inh,Keap1 Nrf2 FP,C-LANA FP,PvdQ inh
CCSc1nnc(NC(=O)COc2ccccc2[N+](=O)[O-])s1,-9,9,0,-13,-6,8,-1,6,-0.9,-11
COc1ccc(CNC(=O)COc2ccc(F)cc2)cc1,15,-15,0,-11,-14,10,1,-5,-1.3,-18
Cc1[nH]c2ccc(S(N)(=O)=O)cc2c1C,16,-16,-1,6,-4,4,-11,-5,0.2,15
CCOc1cc(C2C3=C(CCCC3=O)Nc3ccc4ncccc4c32)ccc1O (configuration not stated),26,-26,-1,2,0,8,0,1,3.7,1
O=C(c1cccs1)N1CCC(c2nc3c(nnn3Cc3ccccc3Cl)c(=O)[nH]2)CC1,2,-2,3,-6,-3,-4,-1,5,1.1,-22
Cc1cccc(C)c1NC(=O)CC1SC2=NCCN2C1=O (configuration not stated),16,-16,1,5,2,4,1,-1,-0.6,-4
O=C(Nc1ccccc1)c1cccc(C(=O)Nc2ccccc2)n1,-46,46,0,3,-3,-12,27,1,-1.1,-18
CCN(CC(=O)Nc1c(F)cccc1F)C(=O)c1ccc(=O)n(C)n1,24,-24,0,-15,-7,-4,-2,0,-0.4,0
CC(=O)N1N=C(c2ccc(C)cc2)CC1c1ccc2c(c1)OCO2 (configuration not stated),-5,5,0,1,-6,10,2,2,-1.1,-15
Cc1cccc(/C(N)=N/OC(=O)Cc2cccc3ccccc23)c1,3,-3,-6,-8,3,x,-2,-5,-0.9,10
CCOC(=O)c1c(NC(=O)CCC(=O)O)sc2c1CCCCC2,4,-4,2,0,8,3,0,2,0.6,-1
O=C(O)/C=C/c1ccc(OCCCF)cc1,18,-18,-1,-1,-8,4,1,3,0.9,-9
CCC1CCc2c(sc(NC(=O)c3cccnc3)c2C(N)=O)C1 (configuration not stated),-59,77*,-2,9,-16,-1,-2,-1,-0.9,-9
CSc1nnc(CCCCCNC(=O)OC(C)(C)C)o1,12,-12,3,-11,-2,-3,-2,-1,0.0,-13
O=C(NNC(=O)[C@H]1CC=CC[C@H]1C(=O)O)c1ccc(Cl)cc1Cl,31,-31,-1,5,-11,-3,-2,1,0.4,-15
O=C(c1cccc(F)c1)N1CCCC(C(=O)N2CCN(c3ccccc3)CC2)C1 (configuration not stated),13,-13,-4,-2,-11,18,-3,-4,0.2,9
Cc1cc(C)nc(NC(=S)Nc2cccc(Cl)c2Cl)c1,-28,28,-4,-6,-8,-9,-2,-5,0.2,-21
O=C(CSCc1ccc(Cl)cc1Cl)Nc1c[nH]c(=O)[nH]c1=O,8,-8,0,10,-4,-4,0,3,0.6,-9
CCOc1ccccc1NS(=O)(=O)c1ccc2[nH]c(=O)ccc2c1,12,-12,2,2,-3,12,1,3,0.1,4
O=C(N/C(=C\c1ccco1)C(=O)N1CCOCC1)c1ccccc1Cl,11,-11,-1,1,-9,8,x,-8,2.1,-10
CC(C)(C)OC(=O)NC(CC(=O)OCc1ccccc1)C(=O)O (configuration not stated),x,x,0,-1,8,33,-6,0,-1.8,0
Cc1cccc(-n2cc(CN3CCCN(C=O)CC3)c(-c3cccc(F)c3)n2)c1,-21,21,-5,-3,-8,19,-1,-1,3.9,-14
O=c1c2[nH]c3cccc(Cl)c3c2ncn1Cc1ccco1,x,x,-4,4,3,-6,-2,-2,1.2,-6
N#Cc1c2n(c3c(N)ncnc13)CCCCC2,30,-30,-1,2,-2,5,-1,-1,2.8,-13
COC(=O)C1=C(O)/C(=C/c2cccc(OC)c2O)N=C1C,x,x,0,-12,-8,46,5,0,-0.1,3
c1ccc(Nc2cccc3ccccc23)cc1,4,-4,-2,-3,-6,0,x,-1,1.9,-31
CCc1nnc(NC(=O)C2CCN(C(=O)c3ccco3)CC2)s1,x,x,0,4,-7,3,0,-3,0.2,-19
Cc1c(Br)c([N+](=O)[O-])nn1CC(=O)NCCc1ccc(Cl)cc1,x,x,0,-2,2,-5,-3,0,2.4,6
CCOC(=O)CN1CC23C=CC(O2)C(C(=O)Nc2ccc(F)cc2)C3C1=O (configuration not stated),-5,5,-1,-2,-4,-5,-51,-2,-1.4,-15
COc1cc(OC)c(C(=O)N/N=C/c2ccoc2)cc1OC,26,-26,-1,2,-6,25,x,-4,-1.2,10
Cc1ccc(Cl)c(NC(=O)COC(=O)c2nn(-c3ccccc3)cc2O)c1Cl,-38,38,-2,1,1,-10,2,-1,-1.4,-14
O=C(OCc1ccccc1Cl)c1cccnc1Cl,10,-10,-6,11,-4,8,-4,4,-0.6,-8
C[C@H](NC(=O)N1CCn2c1nc1ccccc12)C(=O)NCC1CCCO1 (some centres not stated),5,-5,3,3,6,-7,-2,-1,-0.8,-6
Cc1cccc(N(C)c2cc(C)nc3ncnn23)c1,2,-2,-4,6,-10,7,x,-2,1.7,15
CCOC(=O)C1=C(COC(=O)COc2ccc(Br)cc2)NC(=O)NC1C (configuration not stated),13,-13,0,-15,4,-4,1,-3,-1.0,3
Cc1ccc(N2CC(NS(=O)(=O)c3cc(F)ccc3F)CC2=O)cc1C (configuration not stated),4,-4,0,-8,0,32,-9,1,3.1,5
CCOC(=O)C1=NNC(C(=O)c2ccc(OC)cc2)C1c1ccccc1 (configuration not stated),4,-4,0,-6,0,1,3,1,-1.1,-13
COc1ccccc1C(=O)C1CCCN(C(=O)c2ccc(C(C)=O)s2)C1 (configuration not stated),6,-6,1,-14,-3,8,-2,-1,0.4,5
O=C(N/N=C/c1ccco1)c1cc(-c2ccncc2)nc2ccccc12,x,-18,2,0,-5,5,0,1,0.3,-3
COc1ccc(OCc2nnc(SCC(N)=O)n2-c2ccccc2OC)cc1,11,-11,2,0,-3,3,-1,-2,-1.2,-13
O=C(COC(=O)/C=C/c1cccc(Cl)c1)Nc1ccc2[nH]c(=O)[nH]c2c1,-16,16,2,6,0,-18,0,0,-0.5,-3
Cc1c(O)ccc(C(=O)COc2ccccc2F)c1O,28,-28,-4,-4,-1,21,0,-5,-1.6,1
Cc1nn(C)c(C)c1S(=O)(=O)N1CCCC(C(=O)NCCc2ccc(Cl)cc2)C1 (configuration not stated),x,x,0,2,-14,0,x,-3,-1.8,-4
CCCCCN=CC1=C(O)CC(c2ccccc2)CC1=O (configuration not stated),12,-12,2,3,-6,-3,-2,-2,-0.1,-12
